12-LOX inh = blocks human arachidonate 12S-lipoxygenase; P18054; purified 12hLO, xylenol orange hydroperoxide absorbance; Potency, µM (doses to about 108 µM), for the others: at the top dose activity change, negative = inhibition, usual class: inhibitors; 580,000 compounds, 1.1% hits; active = well fitted inhibition curve with a large enough effect; inconclusive = small, poorly fitted or top-dose-only effect, or another doubt; inactive = no such curve, though single readings can be large or run the other way
Target sequence (P18054 whole entry, looked up): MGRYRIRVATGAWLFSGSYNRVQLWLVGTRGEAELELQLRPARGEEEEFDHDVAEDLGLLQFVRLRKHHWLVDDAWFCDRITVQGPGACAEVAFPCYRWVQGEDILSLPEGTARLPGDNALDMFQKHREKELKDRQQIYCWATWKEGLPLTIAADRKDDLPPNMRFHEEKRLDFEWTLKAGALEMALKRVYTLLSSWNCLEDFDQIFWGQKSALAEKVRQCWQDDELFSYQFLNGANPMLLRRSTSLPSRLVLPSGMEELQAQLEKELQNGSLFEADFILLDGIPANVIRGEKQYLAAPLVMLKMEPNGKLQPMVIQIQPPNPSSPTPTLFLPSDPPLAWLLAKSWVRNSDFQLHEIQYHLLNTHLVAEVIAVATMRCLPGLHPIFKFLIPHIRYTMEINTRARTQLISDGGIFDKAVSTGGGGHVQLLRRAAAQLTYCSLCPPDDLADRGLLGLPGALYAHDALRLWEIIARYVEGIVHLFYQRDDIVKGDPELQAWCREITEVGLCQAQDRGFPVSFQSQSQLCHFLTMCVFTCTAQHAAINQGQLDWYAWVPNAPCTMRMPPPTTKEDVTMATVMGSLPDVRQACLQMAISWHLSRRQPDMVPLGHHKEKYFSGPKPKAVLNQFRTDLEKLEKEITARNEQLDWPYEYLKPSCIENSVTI
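Purified human 12hLO (150 nM final) in 25 mM Hepes, 0.01% Triton X-100, pH 7.0 was preincubated 15 min at room temperature with compound. Then 40 uM arachidonic acid was added, 30 min. Hydroperoxide was read by Fe-XO absorbance ratio 573/405 nm.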
* = called active by the depositor; ? = inconclusive; [ ] = another dose, or the depositor's remark. % is set by controls: 0 for no effect and ±100 for the full control effect; potency is the fitted concentration of half-maximal effect. An excerpt; rates above refer to the full screens.

| smiles | 12-LOX inh |
| --- | --- |
| CCOC(=O)N1CCN(C2CCCN(C(=O)Cc3ccc(C)c(C)c3)C2)CC1 (stereo not given) | -24% |
| COc1cccc(CC(=O)N2[C@H]3CC[C@@H]2c2cnc(C)nc2C3)c1 | 0% |
| CCC(CC)c1cc([C@H]2CN3CC[C@H]2C[C@@H]3CNS(=O)(=O)c2cccs2)nc(-c2ccncc2)n1 | 22% |
| O=S(=O)(NC[C@H]1C[C@@H]2CCN1C[C@@H]2CN1CCN(c2ncccn2)CC1)c1ccccc1 | 9% |
| CC(=O)Nc1ccc(S(=O)(=O)NC[C@H]2C[C@@H]3CCN2C[C@@H]3c2cc(-c3ccco3)nc(C)n2)cc1 | -11% |
| c1cnc2nc(C3CCNCC3)[nH]c2c1 | ? |
| O=C1NCCN2CC3(CCNCC3)CC12 (stereo not given) | 62%[activator] |
| CN1CCNc2cc(NCc3ccccc3)ncc2C1 | 2%[176 µM] |
| CC(C)NC(=O)NC[C@H]1C[C@@H]2CCN1C[C@@H]2CN1CCC(Cc2ccccc2)CC1 | 21%[176 µM] |
| O=C(NC[C@H]1C[C@@H]2CCN1C[C@@H]2CN1CCCC1)c1ccco1 | 51%[activator][176 µM] |

(further entries)
| smiles | 12-LOX inh |
| --- | --- |
| COc1ccccc1N1CCN(C(=O)[C@H]2CN3CCC2C[C@@H]3Cn2cc(CCO)nn2)CC1 (stereo not given in full) | 20% |
| Cc1ncc2c(n1)C[C@@H]1CC[C@H]2N1C(=O)Cc1cccc(F)c1 | 7% |
| C[C@@H]1O[C@@H](O[C@H]2C[C@@H](O)[C@]3(CO)C4C(CC[C@]3(O)C2)[C@@]2(O)CC[C@H](C3=CC(=O)OC3)[C@@]2(C)C[C@H]4O)[C@H](O)[C@H](O)[C@H]1O (stereo not given in full) | 0% |
| Cn1nc(-c2ccc(F)cc2)cc1[C@H]1CN2CC[C@H]1C[C@@H]2CNC(=O)c1cccs1 | -29%[176 µM] |
| COc1cncc(CN2CCC3(CC2)C(=O)Nc2cc(OC4CCCC4)c(OC)cc23)c1 | 80%[activator][176 µM] |
| N#CC(O[C@@H]1O[C@H](CO[C@@H]2O[C@H](CO)[C@@H](O)[C@H](O)[C@H]2O)[C@@H](O)[C@H](O)[C@H]1O)c1ccccc1 (stereo not given in full) | 19% |
| CC[C@H]1CN2CC[C@H]1C[C@@H]2CNC(=S)Nc1ccc(C)cc1Br | -10%[176 µM] |
| O=C1NCCOCCCN[C@H]2CCC[C@@H]12 | 53%[activator] |
| CCCOC(=O)Cc1ccc(OCC(=O)N(CC)CC)c(OC)c1 | -8%[22.9 µM] |
| COc1ccc(C(=O)NC[C@H]2C[C@@H]3CCN2C[C@@H]3c2cc(-c3ccc(N(C)C)cc3)nc(C)n2)cc1 | 3% |

Next part
| smiles | 12-LOX inh |
| --- | --- |
| COC(=O)[C@@H]1[C@@H](CO)[C@@H]2Cn3c(ccc(Br)c3=O)[C@H]1N2C(=O)c1cnccn1 | 43%[activator] |
| C[C@H]1CNCCc2ccc(Cl)cc21 | -10%[22.9 µM] |
| COc1cc2c(cc1OCC1CC1)NC(=O)C21CCN(Cc2nccs2)CC1 | 1%[176 µM] |
| COc1cc2c(cc1Oc1cccc(N(C)C)c1)NC(=O)C21CCN(c2ncc(F)cn2)CC1 | ? |
| CC(=O)Nc1ccc(-c2ccc(=O)n3c2[C@@H]2C[C@@H](CN(C(=O)C(C)(C)C)C2)C3)cc1 | 26%[176 µM] |
| Cc1nc(C)c(C(=O)N2[C@H]3CC[C@@H]2c2cnc(-c4ccc(F)cc4)nc2C3)s1 | 18% |
| CC1CCN(C[C@H]2CN3CC[C@H]2C[C@@H]3CNC(=O)Nc2ccsc2)CC1 | 76%[activator][176 µM] |
| c1ccc(Cc2cnc(N3CCNCC3)nc2)cc1 | ? |
| CC(=O)N1[C@H]2CC[C@@H]1c1cnc(-c3ccccc3)nc1C2 | -16% |
| COc1cc2c(cc1Oc1ccccc1)NC(=O)C21CCN(C(=O)Cc2ccccc2)CC1 | 7% |

A few values from the entries so far.
12-LOX inh, COc1cc2c(cc1OCC1CC1)NC(=O)C21CCN(Cc2nccs2)CC1 is entered as 1%[176 µM]
12-LOX inh, CC1CCN(C[C@H]2CN3CC[C@H]2C[C@@H]3CNC(=O)Nc2ccsc2)CC1 is entered as 76%[activator][176 µM]

Additional entries.
| smiles | 12-LOX inh |
| --- | --- |
| Cn1nccc1C(=O)N1[C@H]2CC[C@@H]1c1cnc(-c3ccc(F)cc3)nc1C2 | -3% |
| CCn1cc(S(=O)(=O)N2[C@H]3CC[C@@H]2c2cnc(-c4ccc(F)cc4)nc2C3)cn1 | 15% |
| CCCS(=O)(=O)Nc1ccc(=O)n2c1[C@@H]1C[C@@H](CN(C(=O)COc3ccccc3)C1)C2 | -28% |
| Cc1noc(C)c1Cc1ccc(C(=O)N2[C@H]3CC[C@@H]2c2cnc(-c4ccccc4)nc2C3)o1 | 34%[activator] |
| Cn1nccc1CN1CCCC2(CC(c3ccccn3)=NO2)C1 (stereo not given) | 26%[176 µM] |
| CN(C[C@H]1CN2CC[C@H]1C[C@@H]2CNC(=S)NCc1ccco1)c1ccccc1 | ? |
| Oc1ccc2c3c1O[C@H]1c4[nH]c5c(c4CC4(O)C(C2)N(CC2CC2)CCC314)CC1(O)[C@H]2Cc3ccc(O)c4c3[C@@]1(CCN2CC1CC1)C5O4 (stereo not given in full) | ? |
| C#C[C@H]1CN2CC[C@H]1C[C@@H]2COC(=O)Nc1ccc(OC(F)(F)F)cc1 | 45%[activator][176 µM] |
| O=c1ccc(-c2cncnc2)c2n1C[C@H]1C[C@@H]2CN(S(=O)(=O)c2ccccc2)C1 | 53%[activator][176 µM] |
| COc1ccc(CC(=O)N2[C@H]3CC[C@@H]2c2cnc(-c4ccccc4)nc2C3)cc1OC | 7% |

New compounds follow.
| smiles | 12-LOX inh |
| --- | --- |
| COc1cc2c(cc1Oc1ccccc1)NC(=O)C21CCN(c2cnccn2)CC1 | -26%[176 µM] |
| COc1cc2c(cc1OC1CCCC1)NC(=O)C21CCN(c2ncccn2)CC1 | -6%[176 µM] |
| c1ccc(CN2CCC3(CC(c4cccnc4)=NO3)C2)nc1 (stereo not given) | -13%[6.33 µM] |
| C#C[C@H]1CN2CC[C@H]1C[C@@H]2COC(=O)Nc1ccc(Br)cc1 | -5%[176 µM] |
| O=C(O)C(=O)N1C[C@@H]2C[C@H](C1)c1ccc(NS(=O)(=O)c3ccccc3)c(=O)n1C2 | ? |
| COc1cc2c(cc1CCc1ccccc1)N([S+](=O)([O-])c1cn(C)cn1)CC21CCN(C(C)=O)CC1 | 0% |
| O=C1Nc2ccccc2O[C@H]2C[C@@H]1N(Cc1ccccn1)C2 | 44%[activator][176 µM] |
| Cc1cnc(C(=O)N2[C@H]3CC[C@@H]2c2cnc(-c4ccc(F)cc4)nc2C3)cn1 | 28% |
| COC(=O)Cc1ccccc1 | -2%[176 µM] |
| CC(C)(C)c1ccc(-c2cn(C[C@H]3CC4CCN3C[C@@H]4C(=O)N3CCOCC3)nn2)cc1 (stereo not given in full) | 25% |

Remaining list, next part.
| smiles | 12-LOX inh |
| --- | --- |
| CCN(CC)C[C@H]1CN2CC[C@H]1C[C@@H]2CNS(=O)(=O)c1ccc(Cl)cc1 | -7%[176 µM] |
| COc1cc2c(cc1OCc1ccncc1)NC(=O)C21CCN(C(=O)C2CCC2)CC1 | ? |
| COc1cc2c(cc1OCc1ccccc1)NC(=O)C21CCN(c2ncccn2)CC1 | -6%[176 µM] |
| COc1cccc(C(=O)NCCN2CCC3(CC2)C(=O)NCN3c2ccccc2)c1 | -29% |
| C=C[C@H]1CN2CC[C@H]1C[C@@H]2CNC(=O)Nc1cccc(C#N)c1 | 18%[176 µM] |
| c1cc2nc(C3CCCNC3)[nH]c2cn1 (stereo not given) | ? |
| O=C(NC1CCCCC1)N1C[C@@H]2C[C@H](C1)c1c(/C=C/c3ccc(Cl)cc3)ccc(=O)n1C2 | -2% |
| CC(=O)C1CCOC1=O (stereo not given) | -7%[22.9 µM] |
| c1ccc(C2=NOC3(CCCN(CC4CCCC4)C3)C2)nc1 (stereo not given) | 9%[12.5 µM] |
| CCn1cc(CN2CCCC(C(=O)c3cccc(C(F)(F)F)c3)C2)cn1 (stereo not given) | ? |

Next results:
| smiles | 12-LOX inh |
| --- | --- |
| O=C1NC[C@H]2CN(Cc3nccs3)CCN12 | 45%[activator][176 µM] |
| CC(=O)Nc1ccc(-c2ccc(=O)n3c2[C@@H]2C[C@@H](CN(C(=O)c4ccco4)C2)C3)cc1 | 15%[176 µM] |
| CC(C)(C)c1ccc(-c2cn(C[C@H]3CC4CCN3C[C@@H]4C(=O)NC3CCCCC3)nn2)cc1 (stereo not given in full) | 82%[activator] |
| O=C(Cc1ccc(F)cc1)N1CCN(C2CCN(Cc3cccnc3)C2=O)CC1 (stereo not given) | -2% |
| O=C(c1ccc2c(c1)OCO2)N1[C@H]2CC[C@@H]1c1cnc(-c3ccc(F)cc3)nc1C2 | -21% |
| COc1ccc2c(c1)C1(CCN(C(=O)Nc3ccc(OC)c(OC)c3)C1)C(=O)N2 (stereo not given) | 40%[activator] |
| CC[C@H]1CN2CC[C@H]1C[C@@H]2CNC(=O)Nc1cccc(C(F)(F)F)c1 | 22%[176 µM] |
| COc1cc2c(cc1OCc1ccncc1)NC(=O)C21CCN(c2ncc(F)cn2)CC1 | -11%[176 µM] |
| COc1ccc2c(c1)C1(CCN(C(=O)Nc3ccc4c(c3)OCCO4)C1)C(=O)N2C (stereo not given) | 1% |
| CCCS(=O)(=O)N1C[C@@H]2C[C@H](C1)c1ccc(-c3ccc4ccccc4c3)c(=O)n1C2 | ? |

Additional compounds:
| smiles | 12-LOX inh |
| --- | --- |
| CCS(=O)(=O)N1[C@H]2CC[C@@H]1c1cnc(C)nc1C2 | 26% |
| O=C(O)CCC(=O)N1C[C@@H]2C[C@H](C1)c1c(-c3cc4ccccc4s3)ccc(=O)n1C2 | 11%[176 µM] |
| O=C(NCc1ccc(F)cc1)[C@H]1CN2CC[C@H]1C[C@@H]2Cn1cc(C2(O)CCCC2)nn1 | 45%[activator][176 µM] |
| CN1CCN([C@H]2[C@@H]3OC[C@@H](O3)[C@@H](NCc3ccccn3)[C@@H]2O)CC1 | 146%[activator][176 µM] |
| CN1CCCC(C(=O)N2C3CCC2CN(Cc2cccnc2)C3)C1 (stereo not given) | 2%[6.33 µM] |
| C#C[C@H]1CN2CC[C@H]1C[C@@H]2CNC(=O)Nc1cc(OC)cc(OC)c1 | ? |
| COc1ccc(NC(=O)OC[C@H]2C[C@@H]3CCN2C[C@@H]3c2cc(-c3ccccc3OC)nn2C)cc1 | 1% |
| C#CCN(C)C[C@H]1CN2CC[C@H]1C[C@@H]2CNS(=O)(=O)c1ccc(Cl)cc1 | 43%[activator][176 µM] |
| COc1ccc(C(=O)N2C[C@@H]3C[C@H](C2)c2c(-c4ccc(Cl)cc4)ccc(=O)n2C3)cc1 | -2%[176 µM] |
| COc1ccc2c(c1)C1(CCN(C(=O)C(C)(C)C)C1)C(=O)N2C (stereo not given) | ? |

(list continues)
| smiles | 12-LOX inh |
| --- | --- |
| Cn1cc(C(=O)N2[C@H]3CC[C@@H]2c2cnc(-c4ccc(F)cc4)nc2C3)cn1 | 37% |
| CCOC(=O)c1ccc(N2CC3CCC(C2)N3CC(F)(F)F)nn1 | ? |
| NC(=O)C1=NO[C@@H]2CN(CC3CCCCC3)C[C@H]12 | 8%[176 µM] |
| O=C(c1ccc(F)cc1)N1C[C@@H]2C[C@H](C1)c1c(-c3cncnc3)ccc(=O)n1C2 | -7%[176 µM] |
| CS(=O)(=O)N1CCC2CCNC2C1 (stereo not given) | 1% |
| COc1cccc2c1NC1(C)c3ccccc3-n3nncc3CN1C2=O (stereo not given) | -17% |
| COc1cc2c(cc1OCc1ccccc1)N(C(=O)C(C)C)CC21CCN(C)CC1 | 8%[176 µM] |

Filtered by structure, the compounds so far with fluorine (17)
| smiles | 12-LOX inh |
| --- | --- |
| Cc1ncc2c(n1)C[C@@H]1CC[C@H]2N1C(=O)Cc1cccc(F)c1 | 7% |
| Cn1nc(-c2ccc(F)cc2)cc1[C@H]1CN2CC[C@H]1C[C@@H]2CNC(=O)c1cccs1 | -29%[176 µM] |
| COc1cc2c(cc1Oc1cccc(N(C)C)c1)NC(=O)C21CCN(c2ncc(F)cn2)CC1 | ? |
| Cc1nc(C)c(C(=O)N2[C@H]3CC[C@@H]2c2cnc(-c4ccc(F)cc4)nc2C3)s1 | 18% |
| Cn1nccc1C(=O)N1[C@H]2CC[C@@H]1c1cnc(-c3ccc(F)cc3)nc1C2 | -3% |
| CCn1cc(S(=O)(=O)N2[C@H]3CC[C@@H]2c2cnc(-c4ccc(F)cc4)nc2C3)cn1 | 15% |
| C#C[C@H]1CN2CC[C@H]1C[C@@H]2COC(=O)Nc1ccc(OC(F)(F)F)cc1 | 45%[activator][176 µM] |
| Cc1cnc(C(=O)N2[C@H]3CC[C@@H]2c2cnc(-c4ccc(F)cc4)nc2C3)cn1 | 28% |
| CCn1cc(CN2CCCC(C(=O)c3cccc(C(F)(F)F)c3)C2)cn1 (stereo not given) | ? |
| O=C(Cc1ccc(F)cc1)N1CCN(C2CCN(Cc3cccnc3)C2=O)CC1 (stereo not given) | -2% |
| O=C(c1ccc2c(c1)OCO2)N1[C@H]2CC[C@@H]1c1cnc(-c3ccc(F)cc3)nc1C2 | -21% |
| CC[C@H]1CN2CC[C@H]1C[C@@H]2CNC(=O)Nc1cccc(C(F)(F)F)c1 | 22%[176 µM] |
| COc1cc2c(cc1OCc1ccncc1)NC(=O)C21CCN(c2ncc(F)cn2)CC1 | -11%[176 µM] |
| O=C(NCc1ccc(F)cc1)[C@H]1CN2CC[C@H]1C[C@@H]2Cn1cc(C2(O)CCCC2)nn1 | 45%[activator][176 µM] |
| Cn1cc(C(=O)N2[C@H]3CC[C@@H]2c2cnc(-c4ccc(F)cc4)nc2C3)cn1 | 37% |
| CCOC(=O)c1ccc(N2CC3CCC(C2)N3CC(F)(F)F)nn1 | ? |
| O=C(c1ccc(F)cc1)N1C[C@@H]2C[C@H](C1)c1c(-c3cncnc3)ccc(=O)n1C2 | -7%[176 µM] |
